Screens deposited in PubChem by several laboratories.
PG9 binder: binds the HIV-1 gp120 antibody PG9; inhibition, % at 6.7 µM; hit rate 0.43% among 360,000; TR-FRET gp120-PG9 antibody binding; in the data active = inhibition above about 8.5%
PLCb3 inh: blocks human PLC-beta3 enzyme activity | hit rate 0.18% among 370,000 | AID 720704 | inhibition, % at 12.2 µM | Purified PLC-beta3, fluorogenic substrate, fluorescence; in the data active = inhibition above about 11%;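 also: 0% = median of compound wells on plate and 100% = full blocker control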
hgDAF-12 ag: agonists of H. glycines DAF-12 nuclear receptor. hit rate 1.8% among 370,000. HEK293 GAL4-hgDAF12 UAS-luciferase reporter, agonist luminescence; normalized to butyrate control. activation, % at 6.8 µM;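 active = activation above a cutoff set at the mean of all screened compounds plus 3 SD, cut at about 10% in these data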;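 also: 0% = DMSO wells and 100% = sodium butyrate wells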
hcDAF12 agonist: activates DAF-12 receptor from parasite H. contortus. HEK293 hcDAF-12 lit1-tk-luc reporter, luminescence; 0% DMSO, 100% Δ7-dafachronic acid. hit rate 1.4% among 370,000. AID 652067. activation, % at 6.8 µM;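 active = activation above the mean of all tested compounds plus 3 SD, cut at about 5.5% in these data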;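 also: 100% = response to 3 µM Δ7-dafachronic acid high control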
DAX1 inh-1: DAX1 (NR0B1) inhibition, primary screen | hit rate 1.1% among 370,000 | AID 652010 | HEK293T StAR-luciferase reporter, SF-1/DAX-1 repression relief | inhibition, % at 6.8 µM;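 active = inhibition above the mean over all tested compounds plus 3 SD, cut at about 3.6% in these data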;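 also: 0% = DAX-1 cells with DMSO and 100% = cells lacking DAX-1 with DMSO; higher inhibition means more luminescence from relief of DAX-1 repression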
GAA850 FXN act: increases GAA850 frataxin promoter reporter activity | HEK293 lucGAA850 FXN promoter luciferase reporter, 24 h; percent of 10 µM SAHA response | activation, % at 6 µM | hit rate 0.56% among 360,000;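 active = activation above the average of all compounds screened plus 3 SD, cutoff fixed separately per campaign, cut at about 7.5% in these data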;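 also: 0% = DMSO wells and 100% = 10 µM SAHA wells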
HGIII-sPLA2 inh: Inhibits HGIII-sPLA2 liposome hydrolysis, primary screen. inhibition, % at 12.2 µM. QFRET BODIPY PC-A2 liposome hydrolysis, fluorescence. hit rate 0.56% among 370,000. Q9NZ20;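 active = inhibition above mean plus 3 SD of compounds lying within the high and low control bounds, cut at about 19% in these data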;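 also: 0% = median of test compound wells and 100% = no enzyme DMSO wells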
ssDAF-12 act: S. stercoralis DAF-12 activation, primary screen; hit rate 1% among 370,000; AID 652126; activation, % at 6.8 µM; HEK293 ssDAF-12/GRIP1 lit1-tk-luc reporter, luminescence; % of 3 µM dafachronic acid response;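 active = activation above the mean over all tested compounds plus 3 SD, cut at about 0.9% in these data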;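 also: 0% = DMSO-only wells and 100% = 3 µM delta7-dafachronic acid wells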
DAX1 inh-2: inhibitors of human orphan nuclear receptor DAX1 (NR0B1) | P51843 | hit rate 0.99% among 340,000 | AID 504766 | inhibition, % at 6.75 µM | HEK293 Gal4-DAX1 luciferase reporter, luminescence;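 active = inhibition above the mean over all tested compounds plus 3 SD, cut at about 4.2% in these data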;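 also: 0% = DAX1-transfected cells with DMSO and 100% = empty-vector control cells with DMSO; inhibition shows as a rise in luminescence from relieved DAX1 repression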
Target sequence (P51843 207-470 limits assumed): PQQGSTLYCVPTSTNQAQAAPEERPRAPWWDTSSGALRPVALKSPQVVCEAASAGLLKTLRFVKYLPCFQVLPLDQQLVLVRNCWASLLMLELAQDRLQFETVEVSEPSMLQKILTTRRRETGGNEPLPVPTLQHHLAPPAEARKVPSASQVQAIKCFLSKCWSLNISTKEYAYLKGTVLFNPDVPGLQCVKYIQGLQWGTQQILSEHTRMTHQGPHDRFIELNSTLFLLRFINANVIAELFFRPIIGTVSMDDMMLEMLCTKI
SMARCA2 activ: increases SMARCA2 function in MMTV reporter cells. MG213 cells, MMTV-luciferase reporter, dexamethasone, overnight. activation, % at 9.1 µM. hit rate 1% among 370,000; in the data active = activation above about 7.8%;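 also: 0% = vehicle wells and 100% = reference activator wells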
NR1D1 modulator: modulates human Rev-erb alpha binding to DNA. P20393. hit rate 0.79% among 370,000. AID 1259318. activity, % at 10 µM. Rev-erbα–FITC-DNA binding, fluorescence polarization, 90 min;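 active = activity above about 14%, limit read from the data; passing the limit was not always enough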;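 also: 0% = DMSO wells with 35 nM protein and 100% = DMSO wells with 750 nM protein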
Target sequence (P20393 whole entry, looked up): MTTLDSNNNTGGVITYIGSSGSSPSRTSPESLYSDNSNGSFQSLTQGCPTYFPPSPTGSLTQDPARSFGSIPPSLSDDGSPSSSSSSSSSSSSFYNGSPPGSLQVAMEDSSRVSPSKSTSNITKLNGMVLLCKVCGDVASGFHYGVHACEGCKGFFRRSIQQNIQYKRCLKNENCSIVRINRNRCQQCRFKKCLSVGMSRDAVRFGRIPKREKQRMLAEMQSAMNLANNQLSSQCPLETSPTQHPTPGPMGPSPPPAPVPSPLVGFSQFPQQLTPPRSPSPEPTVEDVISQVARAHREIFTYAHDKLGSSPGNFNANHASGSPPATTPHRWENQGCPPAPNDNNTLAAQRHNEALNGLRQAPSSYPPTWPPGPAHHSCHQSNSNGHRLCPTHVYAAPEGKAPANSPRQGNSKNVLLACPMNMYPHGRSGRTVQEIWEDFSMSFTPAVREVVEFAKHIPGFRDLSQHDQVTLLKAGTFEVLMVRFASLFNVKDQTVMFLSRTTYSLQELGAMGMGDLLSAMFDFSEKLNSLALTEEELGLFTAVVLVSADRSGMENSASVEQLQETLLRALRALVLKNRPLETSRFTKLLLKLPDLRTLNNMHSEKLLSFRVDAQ
Starred values were filed as active, the others as inactive; x = not tested or not shown.

Order of values – PG9 binder	PLCb3 inh	hgDAF-12 ag	hcDAF12 agonist	DAX1 inh-1	GAA850 FXN act	HGIII-sPLA2 inh	ssDAF-12 act	DAX1 inh-2	SMARCA2 activ	NR1D1 modulator
> COC(=O)c1cc(C(=O)OCC(=O)Nc2cc(C)on2)cc([N+](=O)[O-])c1
    -1.1	-10	-0.3	-0.6	0.2	0.2	2	-1.2	0.0	0	-15
> O=C(O)c1ccc(C2SCC(=O)N2Cc2ccco2)cc1 (stereo not drawn)
    0.9	-2	-2.2	-0.3	0.5	2.4	0	-1.9	0.3	-3	0
> CNC(=O)c1nnn(-c2ccccc2)c1C(=O)NC
    -0.8	1	-1.4	-0.9	-0.6	2.9	2	-0.8	1.3	-1	-3
> O=C(NCC(O)COc1ccc([N+](=O)[O-])cc1)c1ccccc1 (stereo not drawn)
    -3.4	-4	0.3	-1.3	-0.4	0.3	-3	-1.2	0.8	0	5
> Cn1c(SCc2ccc(Cl)cc2)nnc1C1CC1
    -1.9	2	0.6	-1.0	-0.1	2.0	1	-1.1	-0.3	-1	-4
> O=C(COC(=O)c1ccncc1)Nc1cccc2ccccc12
    -1.0	-8	0.8	1.5	-0.2	-0.1	-8	-1.3	3.8	0	-3
> O=C(Nc1cccc(C(=O)O)c1)/C(=C\c1ccc2c(c1)OCO2)NC(=O)c1ccccc1Br
    -2.9	-1	1.7	-0.9	-0.1	2.5	-4	-1.1	1.5	0	3
> CCOc1ccc(CNc2ncc(-c3ccccc3)n2C)cc1
    0.4	-9	1.3	-1.4	0.2	1.9	1	-1.5	1.7	-3	-1
> O=S(=O)(c1cnc[nH]1)N1CCN(c2ccccc2)CC1
    -0.9	0	-0.9	-0.1	0.6	0.6	-2	-1.7	0.2	0	3
> COc1cccc(C(=O)Nc2cc([N+](=O)[O-])ccc2N2CCN(C)CC2)c1
    -0.8	5	-1.2	-0.6	0.2	-1.6	-5	-1.5	-0.4	5	-4
> Cc1nc(SCC(=O)Nc2ccc(CN3CCCC3)cc2)c2c(C)c(C)sc2n1
    -3.8	-11	-1.5	0.3	0.5	2.4	-17	-0.2	-0.7	3	-4
> OC(c1cccc(Cl)c1)c1ncc(-c2cccc3ccccc23)[nH]1 (stereo not drawn)
    -1.0	-15	-1.9	1.5	-0.8	0.6	-14	-1.5	x	2	-2
> CN(Cc1ccccc1F)C(=O)C1CCCN(C(=O)c2ccc(Cl)cc2)C1 (stereo not drawn)
    0.0	0	-3.0	-0.8	-0.6	1.2	-1	-1.5	-0.2	-2	1
> N#CCSc1nnc(Nc2ccccc2)s1
    -5.2	6	0.5	0.5	0.7	1.3	-2	-1.3	0.1	1	-1
> Cc1onc(-c2ccccc2)c1C(=O)N/N=C/c1ccc([N+](=O)[O-])c(O)c1
    -1.6	-2	-0.5	-0.5	-0.6	0.5	-15	-1.0	-0.5	-2	-1
> O=C(CSc1nnc(-c2ccco2)o1)NCCc1ccccc1
    1.7	-5	-0.5	-0.8	0.9	0.5	-3	-1.3	-0.9	0	-1
> S=c1[nH]nc(-c2cccnc2)n1Cc1ccccc1
    -2.4	-1	-0.2	-0.3	0.1	-0.7	6	-0.9	2.0	-2	-2
> Cc1cc(C)cc(OCC(=O)NC2=NCCS2)c1
    0.0	-1	-1.0	-1.3	-0.5	2.4	-6	-0.9	0.4	3	-1
> CCCCc1c(C)nc(N2CCCC2)[nH]c1=O
    -1.7	-5	-1.6	-0.8	-0.1	1.1	-2	-1.0	0.0	6	0
> CCN(CC)c1ccc(NC(=O)CCc2nnc3ccc(N4CCCCC4)nn23)c(C)c1
    -6.0	1	1.2	-3.9	0.7	-3.8	5	-2.0	-1.8	-1	-1
> COCCn1c(-c2ccc(OC)cc2)nc2oc3cc(OC)ccc3c(=O)c2c1=O
    0.5	-104	-0.8	-1.3	-0.2	-6.1	4	-1.3	-0.6	-2	-3
> O=C(Cc1c[nH]c2ccccc12)NCC(=O)Nc1ccc(F)c(F)c1F
    -2.0	-9	-1.8	3.3	-1.5	0.3	-48	-0.6	1.0	1	-2
> COc1ccc(CNC(=O)CSc2nc(SC)ns2)cc1
    2.0	-8	1.0	1.4	0.7	1.4	-3	0.5	0.2	-1	-5
> O=C(Cc1ccccc1)Nc1ccc(CN2CCOCC2)cc1
    -0.6	4	5.4	1.3	1.9	1.8	-3	-0.5	1.9	6	-1
> CCc1ccc(NC(=S)NC2CC3CCC(C2)N3Cc2ccco2)cc1 (stereo not drawn)
    -0.7	1	1.2	-0.5	0.2	-1.4	2	-0.8	0.1	-3	-2
> O=C(Nc1ccccc1)/C(=C/c1cccc(Br)c1)NC(=O)c1ccco1
    -3.4	3	4.6	-1.1	-0.7	-0.7	-3	-1.8	0.6	0	7
> CCOC(=O)C1=C(O)/C(=C/c2ccc(OCC(=O)O)c(OC)c2)SC1=Nc1ccc(OCC)cc1
    -2.2	-26	-0.2	-0.7	-0.2	-0.1	-5	-0.7	0.1	2	-3
> CC(NC(=O)CN1CCN(c2cccc(Cl)c2)CC1)c1ccccc1 (stereo not drawn)
    -1.2	-12	1.3	-1.5	-0.8	-0.7	0	-1.2	0.7	-3	1
> O=C(CSCc1ccc(F)cc1)Nc1nc2c(s1)CCCC2
    -0.9	-3	0.1	0.6	-0.9	0.3	-12	-1.0	1.6	-2	12
> C=CCNC(=O)C1CC(=O)N(c2ccc(OCC(=O)Nc3ccc(C)cc3)cc2)C1 (stereo not drawn)
    -1.8	-1	1.9	-0.7	-0.7	-0.2	1	-0.9	1.2	2	-4
> CCSc1ccccc1C(=O)N1CCCC1
    -2.1	8	2.1	3.0	-0.4	-0.4	-2	-0.8	-1.0	-2	-4
> COC(CNC(=O)[C@H](Cc1c[nH]c2ccccc12)NC1(C(=O)NC(c2ccccc2)c2ccccc2)CCCCC1)OC
    x	-1	-2.1	-0.8	x	x	-83	-2.0	x	x	-5
> Cc1cc(Br)ccc1NC(=O)CN(C)C(=O)C1CCN(C(=O)c2ccc(F)cc2)CC1
    -0.1	-1	1.7	-0.2	0.2	-2.2	-2	-1.4	0.7	0	1
> CSc1cccc(NC(=O)c2sc3nc4n(c(=O)c3c2C)CCC4)c1
    -0.8	-10	2.6	0.2	5.1*	4.5	-7	-1.1	0.9	3	-1
> COc1ccc(NC(=O)/C=C/C(=O)O)c(OC)c1
    -1.7	-9	-2.4	-1.1	-0.4	-0.3	8	-1.1	0.3	-3	3
> c1csc(-c2nnc(COc3ncnc4sccc34)o2)c1
    0.7	-13	1.7	0.6	0.5	3.2	1	-1.3	1.1	-1	1
> COc1cccc(N=CC2=C(O)CCCC2=O)c1
    -2.5	-10	-2.0	0.4	0.3	0.2	4	-0.5	-0.6	3	-5
> O=C(Nc1ccncc1)c1ccccc1F
    0.9	2	1.4	-2.7	-0.7	-1.2	7	-1.8	-0.3	-5	-2
> CC(C)C/C(O)=C/c1nc2cc(Cl)ccc2oc1=O
    -5.0	-19	-2.7	-2.2	-1.0	-2.1	-12	-0.9	-0.6	-3	-2
> Cc1ccc(C(C(=O)NC2CCCC2)N(C(=O)c2csnn2)c2cccc(F)c2)o1 (stereo not drawn)
    -2.1	-1	-2.6	-1.0	0.3	-1.8	2	-0.3	1.4	2	1
> CC(=O)CC(=O)Nc1nc(C)cc(C)n1
    2.5	-4	1.4	-0.8	-0.2	1.0	-4	-0.7	0.6	0	1
> CC(C)(C)C(=O)O/N=C(\N)COc1cccc(Cl)c1
    -3.6	-4	5.1	1.8	-0.1	-0.1	1	-0.8	6.9*	-15	9
> CCOC(=O)Cc1nc(N2CCCN(C(C)=O)CC2)c2c(C)c(C(=O)OCC)sc2n1
    x	-25	0.2	6.9*	-1.3	x	4	-1.6	x	-3	7
> CC(=Cc1cccs1)C(=O)c1ccccc1
    -0.9	2	3.3	-0.3	-0.4	2.1	-5	-0.5	0.6	-2	1
> CCc1cccc(CC)c1NC(=O)COC(=O)CCc1cc(OC)c(OC)c(OC)c1
    1.8	-6	-0.8	-1.9	-0.2	4.1	14	-0.7	-0.4	-1	-5
> CCOC(=O)N1CCN(C(=O)c2c(Cl)cnn2C)CC1
    2.8	-5	-0.9	0.8	-0.4	1.2	5	-0.9	0.3	-5	-3
> CCOC(=O)C1CCCN(C(=O)C2CCN(Cc3nc(-c4ccc(Cl)cc4)oc3C)CC2)C1 (stereo not drawn)
    0.4	-13	1.7	-0.6	0.3	-1.0	-4	-0.2	0.2	-5	1
> CN1CN(C)c2ccc([N+](=O)[O-])c3cccc1c23
    -17	-13	-2.6	-2.6	-0.6	0.5	7	-1.5	0.3	-3	5
> COc1ccc(OC)c(NC(=O)N[C@@H](Cc2ccccc2)C(=O)O)c1
    0.2	-4	-1.2	0.7	-0.4	1.9	-5	-1.0	0.1	1	-2
> CN1CCN(C(=O)C(=O)c2cn(CC(=O)N3CCOCC3)c3ccccc23)CC1
    -2.7	-1	1.1	0.8	2.7	0.8	-3	-1.3	1.8	1	0
> Cc1ccc(OCc2ccc(C(=O)Nc3cc(C)on3)o2)c([N+](=O)[O-])c1
    1.9	-7	0.2	-0.1	-2.0	-0.1	10	0.1	-0.6	-3	2
> Cc1cc(C(=O)O[C@H]2[C@H](C)NS(=O)(=O)[C@H]3C[C@@H]4C=C[C@]23O4)cc([N+](=O)[O-])c1
    0.5	2	-1.6	-1.5	1.4	-1.4	6	-1.5	0.3	0	5
> Cc1cc(NC(=O)CCCC(=O)OCC(F)(F)C(F)F)cc(C)c1C(=O)O
    -0.3	1	-0.5	-0.3	1.2	2.0	-3	-0.9	0.9	1	3
> Cc1cccc(Nc2nc(N)nc(CN3CCN(c4ccccc4)CC3)n2)c1
    -0.6	1	-0.3	-0.8	0.2	1.5	4	-1.6	3.8	0	-3
> Cc1cc(C)n(NC(=S)NC2CCCC2)c(=O)c1C#N
    -2.3	-2	0.5	0.3	0.5	1.1	4	-0.3	0.7	-3	-1
> CCC1=NN2C(=N)/C(=C\c3cccn3-c3ccc(C)cc3C)C(=O)N=C2S1
    -0.7	-9	0.5	0.1	-0.2	0.6	-25	-1.3	-0.9	-2	-9
> Cc1onc(-c2ccccc2)c1C(=O)N1CCN(S(=O)(=O)c2ccccc2C(F)(F)F)CC1
    1.0	-6	-0.9	0.7	0.2	-0.6	2	-0.9	1.0	-2	5
> Oc1ccccc1CNCCCNCc1ccccc1O
    -0.5	3	-1.3	-1.3	-0.9	-1.3	-18	-1.1	-1.5	2	0
> Cc1ccc([N+](=O)[O-])cc1NC(=O)CSc1nnc(C)n1CC1CCCO1 (stereo not drawn)
    -0.9	-6	1.2	-0.6	0.1	0.1	18	-0.7	-0.2	-1	0
> Cn1c(=O)c2c(nc(OCc3cccnc3)n2Cc2ccccc2)n(C)c1=O
    -0.4	3	-0.5	0.1	-0.2	1.6	5	-0.6	0.6	0	-1
> O=C(CCNC(=O)c1ccc(Br)cc1)Nc1ccccc1N1CCOCC1
    -2.0	-8	-0.4	-1.1	1.6	-0.7	-4	-1.5	-0.6	0	-2
